T cruzi HTS – inhibitors of intracellular Trypanosoma cruzi; intracellular Trypanosoma cruzi in host cells, plate reader; activity score (inhibition), % at 5.01 µM; hit rate 4.9% among 22,000; in the data active = activity score above about 55%; inconclusive = no clear call, values can overlap the other calls;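 note: parasites and compound incubated about four days before reading; 0% = median of neutral control wells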
INS-1E ATP HTS – INS-1E beta cell protection from cytokine death; INS-1E cytokine-induced death, ATP luminescence, 48 h; normalised: neutral wells 0, positive control 100; protection from cytokine-induced ATP loss, % at 10 µM; hit rate 0.1% among 20,000;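 active = mean replicate protection from cytokine-induced ATP loss at least 50% and at least 75% of replicates each reaching 50%; inconclusive = meets only one of the two criteria, mean or replicate share; inactive = fails both the mean and replicate share criteria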
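Assay system: INS-1E rat cells / Quantity: 8000 cells per well / Medium: RPMI without phenol red, 5% FBS / Probe or stimulus: three-cytokine cocktail (IFN-γ, TNF-α, IL-1β) / Dosing: one compound concentration, pin transfer / Timing: 48 h co-treatment, 10 min post-lysis read / Technique: CellTiter-Glo luminescence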
Starred values were filed as active, the others as inactive; u = inconclusive; x = not tested or not shown.

The opening 2 compounds as a preview:
SMILES | T cruzi HTS | INS-1E ATP HTS
Cc1noc(C)c1S(=O)(=O)Nc1ccc2c(c1)CC(=O)N([C@@H](C)CO)C[C@H](C)[C@@H](CN(C)Cc1ccncc1)O2 | -6 | -7
C[C@H](CO)N1C[C@H](C)[C@H](CN(C)Cc2ccncc2)Oc2ccc(NC(=O)Cc3ccccc3)cc2CC1=O | 0 | 5

Main list, previewed entries included:
SMILES | T cruzi HTS | INS-1E ATP HTS
Cc1noc(C)c1S(=O)(=O)Nc1ccc2c(c1)CC(=O)N([C@@H](C)CO)C[C@H](C)[C@@H](CN(C)Cc1ccncc1)O2 | -6 | -7
C[C@H](CO)N1C[C@H](C)[C@H](CN(C)Cc2ccncc2)Oc2ccc(NC(=O)Cc3ccccc3)cc2CC1=O | 0 | 5
C[C@H](CO)N1C[C@H](C)[C@H](CN(C)C(=O)Nc2ccc(F)cc2)Oc2ccc(NC(=O)Cn3cnnn3)cc2C1=O | -5 | 6
C[C@@H]1CN([C@H](C)CO)C(=O)Cc2cc(N(C)C)ccc2O[C@@H]1CN(C)Cc1ccc(C(=O)Nc2ccccc2N)cc1 | 63* | -14
C[C@@H]1CN([C@@H](C)CO)C(=O)Cc2cc(NC(=O)Cn3cnnn3)ccc2O[C@@H]1CN(C)Cc1ccc(Oc2ccccc2)cc1 | -16 | 1
COc1ccc(NC(=O)N(C)C[C@@H]2OCCCC[C@@H](C)Oc3ccc(NC(=O)NC(C)C)cc3C(=O)N([C@H](C)CO)C[C@@H]2C)cc1 | -24 | 10
C[C@@H]1CN([C@@H](C)CO)C(=O)c2cccc(NS(C)(=O)=O)c2O[C@@H]1CN(C)Cc1ccc(Oc2ccccc2)cc1 | 2 | -13
C[C@@H]1CN([C@@H](C)CO)C(=O)c2cc(NC(=O)NC3CCCCC3)ccc2O[C@@H]1CN(C)C | -16 | x
C[C@H](CO)N1C[C@H](C)[C@@H](CN(C)C(=O)Nc2ccc(C(F)(F)F)cc2)Oc2ccc(NC(=O)C3CC3)cc2C1=O | -6 | 2
Cc1ccc(S(=O)(=O)N(C)C[C@@H]2Oc3ccc(NC(=O)NC4CCCCC4)cc3CC(=O)N([C@@H](C)CO)C[C@@H]2C)cc1 | x | 2
Cc1noc(C)c1NC(=O)N(C)C[C@@H]1Oc2ccc(NC(=O)CCC(F)(F)F)cc2C(=O)N([C@H](C)CO)C[C@H]1C | 0 | 0
CNC[C@H]1Oc2c(NC(=O)C3CCOCC3)cccc2C(=O)N([C@H](C)CO)C[C@H]1C | -9 | 3
C[C@H](CO)N1C[C@H](C)[C@H](CN(C)Cc2ccc(Cl)c(Cl)c2)Oc2ccc(NC(=O)Nc3ccc4c(c3)OCO4)cc2CC1=O | 80* | -28
C[C@H]1CN([C@@H](C)CO)C(=O)Cc2cc(NS(=O)(=O)c3ccc(F)cc3)ccc2O[C@@H]1CN(C)Cc1ccc(C(F)(F)F)cc1 | 61* | -17
COc1ccc(NC(=O)N(C)C[C@H]2Oc3ccc(NC(=O)CCN4CCOCC4)cc3CC(=O)N([C@H](C)CO)C[C@H]2C)cc1 | -4 | 11
CC(C)NC(=O)Nc1cccc2c1O[C@@H](CN(C)S(=O)(=O)c1ccc(F)cc1)[C@@H](C)CN([C@@H](C)CO)C2=O | -42 | 9
C[C@@H]1CN([C@@H](C)CO)C(=O)CCCn2cc(nn2)CO[C@H]1CN(C)Cc1ccc2c(c1)OCCO2 | -46 | x
COc1ccc(NC(=O)N(C)C[C@@H]2Oc3ccc(NS(=O)(=O)c4ccc(Cl)cc4)cc3C(=O)N([C@@H](C)CO)C[C@H]2C)cc1 | -1 | -3
C[C@H]1CN([C@@H](C)CO)C(=O)c2cc(NC(=O)C3CC3)ccc2O[C@H]1CN(C)S(=O)(=O)c1ccc(F)cc1 | 3 | -4
COc1ccc(S(=O)(=O)N(C)C[C@H]2OCCCC[C@@H](C)Oc3ccc(NC(=O)c4ccncc4)cc3C(=O)N([C@H](C)CO)C[C@@H]2C)cc1 | -7 | 2
COc1cc(/C=N/NC(=O)CCCCCCC(=O)Nc2ccccc2O)c(Br)cc1O | 3 | 11
COc1ccc(CN(C)C[C@@H]2Oc3ccc(NS(=O)(=O)c4c(C)noc4C)cc3C(=O)N([C@@H](C)CO)C[C@H]2C)cc1 | 11 | -8
C[C@H]1CN([C@@H](C)CO)C(=O)Cc2cc(NS(=O)(=O)c3ccc(F)cc3)ccc2O[C@H]1CN(C)Cc1ccc(C(F)(F)F)cc1 | 23 | -3
COc1ccc(S(=O)(=O)Nc2ccc3c(c2)C(=O)N([C@@H](C)CO)C[C@H](C)[C@@H](CN(C)Cc2ccccc2)O3)cc1 | 18 | -6
C[C@H]1CN([C@@H](C)CO)C(=O)c2cccc(NS(=O)(=O)c3ccccc3)c2O[C@H]1CN(C)C(=O)NC1CCCCC1 | -26 | 0
Cc1noc(C)c1NC(=O)N(C)C[C@@H]1Oc2ccc(NC(=O)C3CC3)cc2C(=O)N([C@@H](C)CO)C[C@@H]1C | -25 | 1
C[C@H]1CN([C@@H](C)CO)C(=O)Cc2cc(NC(=O)Nc3ccccc3)ccc2O[C@@H]1CN(C)Cc1ccc(C(=O)O)cc1 | -23 | 11
Cc1noc(C)c1S(=O)(=O)Nc1ccc2c(c1)C(=O)N([C@H](C)CO)C[C@H](C)[C@H](CN(C)S(=O)(=O)c1cccs1)OCCCC[C@@H](C)O2 | 11 | 9
C[C@@H]1CN([C@@H](C)CO)C(=O)c2cc(NS(C)(=O)=O)ccc2O[C@H]1CN(C)Cc1ccc(Oc2ccccc2)cc1 | 10 | -12
C[C@@H]1CN([C@H](C)CO)C(=O)Cc2cc(NS(=O)(=O)c3cccs3)ccc2O[C@H]1CN(C)CC1CC1 | -15 | 3
C[C@@H]1CN([C@H](C)CO)C(=O)c2cccc(NS(C)(=O)=O)c2O[C@@H]1CN(C)C(=O)NC1CCCCC1 | -11 | 11
CNC[C@@H]1Oc2c(NS(=O)(=O)c3ccc(C)cc3)cccc2C(=O)N([C@@H](C)CO)C[C@@H]1C | -1 | 0
Cc1noc(C)c1NC(=O)Nc1ccc2c(c1)C(=O)N([C@H](C)CO)C[C@H](C)[C@@H](CN(C)C(=O)Nc1ccccc1)OCCCC[C@@H](C)O2 | -17 | 10
COc1ccc(S(=O)(=O)N(C)C[C@H]2Oc3ccc(NS(=O)(=O)c4ccc(C)cc4)cc3CC(=O)N([C@@H](C)CO)C[C@H]2C)cc1 | 53 | 0
CNC[C@@H]1Oc2ccc(NC(=O)Cn3cnnn3)cc2CC(=O)N([C@H](C)CO)C[C@@H]1C | -27 | 6
COc1ccc(-c2cnc3c(c2)C(=O)N([C@H](C)CO)C[C@H](C)[C@H](CN(C)C(=O)Nc2cccc4ccccc24)O3)cc1 | 40 | x
COc1ccc(S(=O)(=O)Nc2cccc3c2O[C@H](CN(C)Cc2ccc(C(F)(F)F)cc2)[C@H](C)CN([C@@H](C)CO)C3=O)cc1 | 39 | -27
Cc1ccccc1S(=O)(=O)N(C)C[C@H]1OCc2cnnn2CCCC(=O)N([C@H](C)CO)C[C@@H]1C | -15 | x
CNC[C@@H]1Oc2ccc(NC(=O)c3ccncc3)cc2C(=O)N([C@@H](C)CO)C[C@H]1C | -32 | 5
C[C@@H]1CN([C@@H](C)CO)C(=O)CCCn2nncc2CO[C@@H]1CN(C)Cc1ccccc1C(=O)O | -13 | x

Quoted at random: six entries already listed, in no set order.
SMILES | T cruzi HTS | INS-1E ATP HTS
C[C@@H]1CN([C@@H](C)CO)C(=O)c2cc(NC(=O)NC3CCCCC3)ccc2O[C@@H]1CN(C)C | -16 | x
Cc1noc(C)c1NC(=O)N(C)C[C@@H]1Oc2ccc(NC(=O)CCC(F)(F)F)cc2C(=O)N([C@H](C)CO)C[C@H]1C | 0 | 0
C[C@H](CO)N1C[C@H](C)[C@H](CN(C)C(=O)Nc2ccc(F)cc2)Oc2ccc(NC(=O)Cn3cnnn3)cc2C1=O | -5 | 6
Cc1noc(C)c1NC(=O)N(C)C[C@@H]1Oc2ccc(NC(=O)C3CC3)cc2C(=O)N([C@@H](C)CO)C[C@@H]1C | -25 | 1
Cc1noc(C)c1NC(=O)Nc1ccc2c(c1)C(=O)N([C@H](C)CO)C[C@H](C)[C@@H](CN(C)C(=O)Nc1ccccc1)OCCCC[C@@H](C)O2 | -17 | 10
C[C@@H]1CN([C@@H](C)CO)C(=O)CCCn2cc(nn2)CO[C@H]1CN(C)Cc1ccc2c(c1)OCCO2 | -46 | x

More records follow.
SMILES | T cruzi HTS | INS-1E ATP HTS
C[C@H](CO)N1C[C@H](C)[C@H](CN(C)CC2CC2)Oc2c(NS(=O)(=O)c3cn(C)cn3)cccc2C1=O | -7 | 1
C[C@H](CO)N1C[C@H](C)[C@@H](CN(C)C(=O)Nc2ccc3c(c2)OCO3)Oc2ccc(NS(=O)(=O)c3ccc(F)cc3)cc2C1=O | -1 | 3
Cc1noc(C)c1S(=O)(=O)Nc1cccc2c1O[C@@H](CN(C)CC1CCCCC1)[C@@H](C)CN([C@@H](C)CO)C2=O | -3 | -2
Cc1ccc(S(=O)(=O)N(C)C[C@@H]2Oc3ccc(NC(=O)Nc4ccc5c(c4)OCO5)cc3C(=O)N([C@H](C)CO)C[C@H]2C)cc1 | 9 | x
Cc1ccc(S(=O)(=O)Nc2ccc3c(c2)C(=O)N([C@@H](C)CO)C[C@@H](C)[C@H](CN(C)Cc2ccc(C(=O)Nc4ccccc4N)cc2)O3)cc1 | 28 | -5
C[C@H](CO)N1C[C@H](C)[C@H](CN(C)Cc2ccc(C(=O)Nc3ccccc3N)cc2)Oc2c(cccc2N(C)C)C1=O | 56* | 21
C[C@@H]1CCCCO[C@H](CN(C)Cc2ccccc2)[C@@H](C)CN([C@H](C)CO)C(=O)c2cc(NS(=O)(=O)c3ccc(F)cc3)ccc2O1 | 2 | 4
C[C@@H]1CN([C@H](C)CO)C(=O)c2cc(NS(=O)(=O)c3ccc(F)cc3)ccc2O[C@@H]1CN(C)C(=O)Nc1ccc2c(c1)OCO2 | 3 | 2
C[C@@H]1CN([C@H](C)CO)C(=O)c2cccc(NC(=O)c3ccncc3)c2O[C@@H]1CN(C)S(=O)(=O)c1ccc(F)cc1 | -5 | 15
C[C@H]1CN([C@@H](C)CO)C(=O)CCCn2cc(nn2)CO[C@H]1CN(C)C(=O)Oc1ccccc1 | -2 | x
C[C@@H]1CN([C@H](C)CO)C(=O)c2cc(NS(=O)(=O)c3cn(C)cn3)ccc2O[C@H]1CN(C)CC1CC1 | -1 | 12
CC(C)NC(=O)Nc1ccc2c(c1)CC(=O)N([C@H](C)CO)C[C@@H](C)[C@@H](CN(C)Cc1ccc(C(=O)O)cc1)O2 | x | 0
COc1ccc(NC(=O)N(C)C[C@H]2OCc3cn(nn3)CCCC(=O)N([C@@H](C)CO)C[C@H]2C)cc1 | -39 | x
C[C@@H]1CN([C@H](C)CO)C(=O)c2cc(NC(=O)CCCN(C)C)ccc2O[C@@H]1CN(C)S(=O)(=O)c1ccc(F)cc1 | 9 | 5
C[C@H]1CN([C@@H](C)CO)C(=O)Cc2cc(NS(=O)(=O)c3cccs3)ccc2O[C@H]1CN(C)Cc1ccc(-c2ccccc2)cc1 | 57* | -35
CC(C)NC(=O)Nc1cccc2c1O[C@H](CN(C)S(=O)(=O)c1ccccc1)[C@@H](C)CN([C@@H](C)CO)C2=O | 0 | 7
C[C@@H]1CN([C@H](C)CO)C(=O)Cc2cc(NC(=O)Nc3ccc(F)cc3)ccc2O[C@@H]1CN(C)CC1CCCCC1 | 67* | 2
C[C@@H]1CN([C@@H](C)CO)C(=O)c2cccc(NS(=O)(=O)c3ccc(F)cc3)c2O[C@@H]1CN(C)S(=O)(=O)c1cccs1 | 3 | 3
C[C@@H]1CN([C@@H](C)CO)C(=O)c2cc(N(C)C)ccc2O[C@H]1CN(C)C(=O)NC1CCCCC1 | -1 | 1
Cc1ccc(S(=O)(=O)N(C)C[C@@H]2OCc3cn(nn3)CCCC(=O)N([C@@H](C)CO)C[C@H]2C)cc1 | -13 | x
C[C@H]1CN([C@@H](C)CO)C(=O)c2cccc(NC(=O)Nc3ccc(C(F)(F)F)cc3)c2O[C@@H]1CN(C)Cc1ccc2c(c1)OCO2 | 52 | -13
CNC[C@H]1Oc2ccc(NS(=O)(=O)c3ccc(C)cc3)cc2C(=O)N([C@H](C)CO)C[C@H]1C | -17 | 3
C[C@H](CO)N1C[C@H](C)[C@@H](CN(C)Cc2ccc(C(F)(F)F)cc2)Oc2ccc(NS(=O)(=O)c3ccc(Cl)cc3)cc2C1=O | 71* | -8
C[C@H](CO)N1C[C@H](C)[C@H](CN(C)Cc2ccc(Oc3ccccc3)cc2)OCc2cn(nn2)CCCC1=O | -17 | x
C[C@H]1CN([C@@H](C)CO)C(=O)CCCn2cc(nn2)CO[C@@H]1CN(C)S(=O)(=O)c1cccc(C#N)c1 | -28 | 1
COc1ccc(NC(=O)Nc2ccc3c(c2)CC(=O)N([C@@H](C)CO)C[C@H](C)[C@H](CN(C)S(=O)(=O)c2ccc(C)cc2)O3)cc1 | 1 | -10
C[C@H](CO)N1C[C@H](C)[C@H](CN(C)S(=O)(=O)c2ccccc2)Oc2ccc(NC(=O)C3CC3)cc2C1=O | -4 | x
COc1ccc(NC(=O)N(C)C[C@@H]2Oc3ncc(-c4cc5ccccc5o4)cc3C(=O)N([C@H](C)CO)C[C@@H]2C)cc1 | u | -3
C[C@H](CO)N1C[C@H](C)[C@H](CN(C)C(=O)Nc2cccc3ccccc23)Oc2ncc(-c3ccc(F)cc3)cc2C1=O | 33 | -3
COc1ccc(NC(=O)N(C)C[C@@H]2Oc3ccc(NC(=O)Cn4cnnn4)cc3C(=O)N([C@H](C)CO)C[C@H]2C)cc1 | -2 | x

Source: PubChem
